Screening data from PubChem.
14-3-3 PPI = alters human 14-3-3 gamma binding to Raf peptide | P61981 | FP, 14-3-3gamma / TMR-pS259-Raf peptide binding | inhibition, % at 40 µM | hit rate 0.19% among 160,000 | AID 422; in the data active means inhibition above about 30%;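 further: 0% = protein plus tracer without compound and 100% = blank with tracer alone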
Target sequence (P61981 whole entry, looked up): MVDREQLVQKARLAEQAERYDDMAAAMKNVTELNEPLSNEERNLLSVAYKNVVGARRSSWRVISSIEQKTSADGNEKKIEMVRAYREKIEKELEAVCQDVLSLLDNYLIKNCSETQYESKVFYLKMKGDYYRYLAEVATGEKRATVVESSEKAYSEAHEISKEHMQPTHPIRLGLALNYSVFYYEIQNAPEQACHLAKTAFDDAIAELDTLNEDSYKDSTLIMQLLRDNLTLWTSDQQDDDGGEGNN
Starred values were filed as active, the others as inactive; & = joins results of further samples.

No. | canonical_smiles | 14-3-3 PPI
1 | COC(=O)c1sc2ccccc2c1NC(=O)C1CCCCC1 | -1
2 | COC(=O)C(O)(CC(=O)Nc1ccc(OC(F)(F)F)cc1)C(F)(F)F (stereo not drawn) | 18
3 | CCOC(=O)c1sc(Nc2ccccc2Cl)nc1C | 2
4 | COc1ccc(S(=O)(=O)n2nc(OC(=O)c3cccc4ccccc34)cc2N)cc1 | -23
5 | CCc1ccc(CN2C(=O)c3ccccc3C2C(=O)NCC2CCCO2)cc1 (stereo not drawn) | 5
6 | Cc1ccc(-c2nnc(-c3ccc(C)cc3)o2)cc1 | 2
7 | O=C(c1ccc(F)cc1)N1CCN(C2CC3CCC2C3)CC1 (stereo not drawn) | -6
8 | COc1ccc(Cl)cc1NC(=O)Cn1c2ccccc2c(=O)c2ccccc21 | -6
9 | COCCN(C(=O)CN1CCc2ccccc2C1)c1c(N)n(Cc2ccccc2)c(=O)[nH]c1=O | -11
10 | CC(NC(=O)C1CCC1)c1ccccc1 (stereo not drawn) | 0
11 | O=C(NCc1ccco1)C(c1ccco1)N(C(=O)Cn1nnc2ccccc21)c1ccc2c(c1)CCC2 (stereo not drawn) | -5
12 | CCCSc1nnc2c(n1)OC(c1ccc(C)o1)Nc1ccccc1-2 (stereo not drawn) | -10
13 | CCc1ccc(S(=O)(=O)NCc2cn3c(C)csc3n2)s1 | -5
14 | CCCNS(=O)(=O)c1ccc(F)c(C(=O)Nc2ccccc2CC)c1 | -7
15 | CC1(C)CC(N(CCCO)C(=O)c2ccco2)CCO1 (stereo not drawn) | -1
16 | COCCCNC(=O)Cn1cc(C(=O)C(F)(F)F)c2ccccc21 | 4
17 | O=C1CSC(=Nc2ccc(Br)cc2)N1 | -219
18 | COc1cccc(NC(=O)c2ccc(N3CCCC3)c([N+](=O)[O-])c2)c1 | 0
19 | O=C(c1oc2ccccc2c1CSCc1ccccc1)N1CCN(c2ncccn2)CC1 | -1
20 | CCOC(=O)c1cc2c(=O)n3ccccc3nc2n(CC(C)C)c1=NC(=O)c1ccccc1Br | 0
21 | COc1cccc(C2=NO[C@@H]3C(=O)N(Cc4ccccc4)C(=O)[C@H]23)c1OC | -5
22 | COC(=O)C1=C(C)N(c2ccc(C(C)C)cc2)C(=O)C1 | -6
23 | c1ccc(-c2ccc(OCCCn3cncn3)cc2)cc1 | 0
24 | Cc1cc(N2CCN(c3ccccc3)CC2)nc(NCc2ccccc2)n1 | -4
25 | O=C1C(=O)N(Cc2cccnc2)C(c2ccccc2)/C1=C(\O)c1ccc(Cl)cc1 (stereo not drawn) | 2

Brought forward from above: 5 compounds; new compounds follow.
No. | canonical_smiles | 14-3-3 PPI
21 | COc1cccc(C2=NO[C@@H]3C(=O)N(Cc4ccccc4)C(=O)[C@H]23)c1OC | -5
22 | COC(=O)C1=C(C)N(c2ccc(C(C)C)cc2)C(=O)C1 | -6
23 | c1ccc(-c2ccc(OCCCn3cncn3)cc2)cc1 | 0
24 | Cc1cc(N2CCN(c3ccccc3)CC2)nc(NCc2ccccc2)n1 | -4
25 | O=C1C(=O)N(Cc2cccnc2)C(c2ccccc2)/C1=C(\O)c1ccc(Cl)cc1 (stereo not drawn) | 2
26 | CCOC(=O)C(C)Sc1nc2c([nH]c3ccccc32)c(=O)n1-c1ccc(C)cc1 (stereo not drawn) | 0
27 | CCn1c2c(c3cc(Cl)ccc31)CCCC2=O | -1
28 | O=C(C1CCCN(S(=O)(=O)c2cccc3nsnc23)C1)N1CCN(c2ccccc2)CC1 (stereo not drawn) | -6
29 | Cc1cccc(C)c1OCC(=O)Nc1cccc(-c2nnc(-c3ccccc3)o2)c1 | -9
30 | CC1=CC(C)(C)NC(=S)N1c1cc(C)cc(C)c1 | -1
31 | O=C(Nc1nnc(CSCc2ccccc2F)s1)c1ccc([N+](=O)[O-])cc1 | -46
32 | COc1ccc2c(c1)C1NC(=S)NC(C)(O2)C1C(=O)Nc1ccc(C)cc1C (stereo not drawn) | -8
33 | O=C(CCSc1nc(-c2ccco2)cc(C(F)(F)F)n1)Nc1ccc2c(c1)OCO2 | 2
34 | N[C@H](C(=O)O)[C@H]1C[C@@H]1C(=O)O | -4
35 | OC(C#CCN1CCCCC1)c1ccccc1 (stereo not drawn) | 4
36 | CCOc1cc(C(=O)Nc2nc(C)cc(C)n2)cc(OCC)c1OCC | -2
37 | COc1cc(OC)cc(C(=O)N2CCN(Cc3cccc([N+](=O)[O-])c3)CC2)c1 | -13
38 | Cc1ccc(-c2noc(CCC(=O)NCCCN3CCN(c4ccc(F)cc4)CC3)n2)cc1 | 3
39 | CN(C)CCNC(=O)CN1N=C(c2ccc(Cl)cc2)CCC1=O | -2
40 | Cc1cccc(C)c1NC(=O)C1(N(Cc2ccco2)C(=O)CC2NC(=O)NC2=O)CCCC1 (stereo not drawn) | 3
41 | O=C(CCCN1C(=O)C2C3C=CC(C3)C2C1=O)N1CCN(c2ccccc2F)CC1 (stereo not drawn) | -5
42 | COc1cccc(C2NCCc3cc(OC)c(OC)cc32)c1 (stereo not drawn) | -9
43 | CCOC(=O)c1[nH]c(C)c(C(=O)OCC)c1C | -2
44 | CCN(c1cccc(C)c1)S(=O)(=O)c1cc(C(=O)Nc2ccc(Br)cc2)ccc1F | -17
45 | CCN(CC)S(=O)(=O)c1cccc2cc(C(=O)O)c(O)cc12 | -3&-4
46 | CC1Cc2cc(/C(O)=C3/C(=O)C(=O)N(CCCn4ccnc4)C3c3ccco3)ccc2O1 (stereo not drawn) | -2
47 | O=C(Nc1ccc(S(=O)(=O)N2CCCCC2c2cccnc2)cc1)c1ccc(Cl)cc1 (stereo not drawn) | -21
48 | O=C(Nc1ccccn1)Nc1cccs1 | -6
49 | CCN1CCN(C(=O)c2cc3c(=O)n(C)c4ccccc4c3s2)CC1 | 3
50 | COC(=O)c1c(NC(=O)c2cccc(Cl)c2)sc2c1CCCC2 | 2
51 | O=C(Nc1ccccc1C(=O)O)c1ccc(N2C(=O)C3C4C=CC(C4)C3C2=O)cc1 (stereo not drawn) | 9
52 | O=C(CN(Cc1ccccc1)S(=O)(=O)c1ccc(Br)cc1)N1CCCCC1 | 0
53 | COc1cccc(CNC(=O)C2CCN(c3cnccn3)CC2)c1 | -9
54 | CCC(Sc1nc2ccsc2c(=O)n1Cc1ccc2c(c1)OCO2)C(=O)Nc1ccc2c(c1)OCO2 (stereo not drawn) | -2
55 | O=C(O)c1ccc(C(=O)O)c(C(=O)c2ccc([N+](=O)[O-])cc2)c1 | 1
56 | Cc1cccc(N2CCN(C(=O)c3cc4cc5ccc(C)cc5nc4s3)CC2C)c1 (stereo not drawn) | 0
57 | COc1ccc(-c2noc(CCC(=O)N3CCN(c4cccc(C(F)(F)F)c4)CC3)n2)cc1 | -10&-50
58 | O=C(O)c1ccccc1Nc1cccc(C(F)(F)F)c1 | -6
59 | COc1ccc2nc(NC(=O)C(NS(=O)(=O)c3cccs3)c3ccccc3)sc2c1 (stereo not drawn) | 4
60 | O=C(CSCSCC(=O)Nc1ccc2c(c1)OCO2)Nc1ccc2c(c1)OCO2 | -6
61 | CC(=O)Nc1cccc(NC(=O)c2cc(C)on2)c1 | -2
62 | COc1ccccc1CNC(=O)c1ccc2c(c1)NC(=O)C(N1CCCC1)S2 (stereo not drawn) | -7
63 | COc1ccc2nc3sc(C(=O)NCc4ccc(C)o4)cc3cc2c1 | -16
64 | CC1=C(C(=O)OCc2ccccc2)Sc2ccc(C(F)(F)F)cc2N1 | -43
65 | CCN(CC)c1c(CN2CCCCC2)c(=O)oc2ccccc12 | 5
66 | O=[N+]([O-])c1cc(Cl)ccc1NCCCNS(=O)(=O)c1ccc(Cl)cc1 | 1
67 | O=C(CSc1nc2c(sc3ccccc32)c(=O)n1CCCN1CCOCC1)NC1CCCC1 | -1
68 | O=C(NCC1CCCO1)c1cccn2c(=O)c3sccc3nc12 (stereo not drawn) | -6
69 | CCc1ccc(CNC(=O)C2c3ccccc3C(=O)N(C)C2c2cn(C)c3ccccc23)cc1 (stereo not drawn) | 0
70 | COCCCn1c(=N)c(C(=O)NCC2CCCO2)cc2c(=O)n3ccccc3nc21 (stereo not drawn) | -5
71 | CCCCOc1nc2ccccc2nc1C(C#N)C(=O)NC1CCCCC1 (stereo not drawn) | -10
72 | CCOC(=O)c1c(NC(C)=O)sc2c1C1CCN2CC1 | 3
73 | CC(C)Oc1ccc(C2CC(=O)NC3=C2C(=O)CCC3)cc1 (stereo not drawn) | -7
74 | COC(=O)c1ccc(OC(=O)CSc2nc3ccccc3s2)cc1 | -7
75 | Cc1ccc(S(=O)(=O)NCCC(=O)Nc2ccc3c(c2)OCO3)cc1 | -21

Carrying on.
No. | canonical_smiles | 14-3-3 PPI
76 | Cc1cc(=O)[nH]c2c1c(=O)[nH]n2C1CC(C)N(C)CC1C (stereo not drawn) | -2&-5
77 | C(=Nc1ccc(Nc2ccccc2)cc1)c1ccccc1 | -42
78 | CCCCCNc1nc(N2CCCC2)c2c(c1C#N)CCN(C)C2 | -2
79 | COc1ccc(Cn2c(SCC(=O)N3CCCc4ccccc43)nc3cc(OC)c(OC)cc3c2=O)cc1 | -40
80 | CC(C)OCCCNC(=O)c1cn(C2CCCC2)c(=O)c2c1c1ccccc1n2C | 4
81 | Cc1ccc(-n2c(SC(C)C)nc3c([nH]c4ccccc43)c2=O)cc1 | -4
82 | COc1ccc(-c2nc(SCC(=O)Nc3ccccc3C(F)(F)F)c3c(=O)n(C)c(=O)n(C)c3n2)cc1 | -8
83 | CCCCc1cc(=O)oc2cc(OCC(N)=O)ccc12 | -1
84 | CN(Cc1ccccc1)C(=O)c1cc2nc(-c3ccccc3)cc(C(F)(F)F)n2n1 | -1
85 | CCN(CC)c1ccc2cc(C(=O)NC(C)=O)c(=Nc3cccc(C)c3)oc2c1 | -47
86 | Cn1c2ccc(N=Cc3ccccc3O)cc2c2nc3ccccc3nc21 | -7
87 | CC(NC(=O)C(Cc1ccc([N+](=O)[O-])cc1)N1C(=O)c2ccccc2C1=O)c1ccccc1 (stereo not drawn) | -2
88 | CCOCCCNC(=O)N[C@@H](Cc1ccccc1)C(=O)OC | -3
89 | Cc1cccc(C(=O)Nc2sc3c(c2C(N)=O)CCCC3)c1 | -4
90 | O=C(Nc1ccc(Cl)cn1)C12CC3CC(CC(C3)C1)C2 | 0
91 | Cc1cc(C)nc(/N=C(\N)Nc2ccc(CC(=O)OC(C)C)cc2)n1 | -7
92 | Cn1c(=O)c2c(ncn2Cc2cccc(C(F)(F)F)c2)n(C)c1=O | 6
93 | COc1ccc(C(=O)Nc2ccc(N3CC4CC(C3)c3cccc(=O)n3C4)c(C#N)c2)cc1 (stereo not drawn) | -7
94 | Cn1nc(-c2ccc(Cl)cc2)c2cc(C(=O)NC3CC3)sc21 | -5
95 | CCOC(=O)C1=C(C)NC2=C(C(=O)CC(C)(C)C2)C1c1cc(C)sc1SC (stereo not drawn) | -5
96 | O=C(Nc1ccccc1N1CCN(C(=O)c2ccc(Cl)cc2)CC1)c1ccc2c(c1)OCO2 | -8
97 | Cc1cccc(C2SC(=O)NC3=C2C(=O)c2ccccc23)c1 (stereo not drawn) | -3
98 | CCCSc1oc(-c2cccs2)nc1S(=O)(=O)c1ccc(F)cc1 | -114
99 | CCc1ccccc1OCCn1c(-c2ccc(Cl)cc2)nc2ccccc2c1=O | -2
100 | Cc1ccc(-c2cc3nc(-c4cccs4)cc(C(F)(F)F)n3n2)cc1 | 1

Some of these compounds in order of their number in 14-3-3 PPI, descending:
No. | canonical_smiles | 14-3-3 PPI
90 | O=C(Nc1ccc(Cl)cn1)C12CC3CC(CC(C3)C1)C2 | 0
88 | CCOCCCNC(=O)N[C@@H](Cc1ccccc1)C(=O)OC | -3
89 | Cc1cccc(C(=O)Nc2sc3c(c2C(N)=O)CCCC3)c1 | -4
77 | C(=Nc1ccc(Nc2ccccc2)cc1)c1ccccc1 | -42
85 | CCN(CC)c1ccc2cc(C(=O)NC(C)=O)c(=Nc3cccc(C)c3)oc2c1 | -47
98 | CCCSc1oc(-c2cccs2)nc1S(=O)(=O)c1ccc(F)cc1 | -114

Following part:
No. | canonical_smiles | 14-3-3 PPI
101 | O=C(NC1CCCCC1)c1cc2nc(-c3ccco3)cc(C(F)(F)F)n2n1 | -10
102 | COc1ccc(C2CC(C(F)(F)F)n3nc(C(=O)Nc4cccc5ccccc45)c(Cl)c3N2)cc1OC (stereo not drawn) | 5
103 | COc1ccc(C(O)COc2ccccc2OC)cc1OC (stereo not drawn) | -2
104 | CC(C)CNc1ncnc2c1c(-c1ccccc1)cn2-c1cccc(C(F)(F)F)c1 | -4
105 | NC1C(=O)Nc2ccccc21 (stereo not drawn) | -8
106 | COC(=O)C1=C(C)OC(N)=C(C#N)C1c1ccc(OC)c(OC)c1OC (stereo not drawn) | -2
107 | CCOC(=O)C1=C(N)OC2=C(C(=O)CCC2)C1c1cccc(Cl)c1 (stereo not drawn) | -3
108 | O=S(=O)(Nc1ccc(Cc2ccncc2)cc1)N1CCCC1 | 2
109 | Cn1cnnc1SCC(=O)N(Cc1ccc2c(c1)OCO2)C1(C(=O)NC2CCCCC2)CCCC1 | -2
110 | N#Cc1cc2c(nc1SCCS(=O)(=O)Cc1ccccc1)CCCC2 | -15
111 | CCCCC(=O)N1c2ccccc2NC2=C(C(=O)CCC2)C1c1cccc([N+](=O)[O-])c1 (stereo not drawn) | 2
112 | CCOCCCNC(=O)C1CC(=O)N(C2CCCC2)C1 (stereo not drawn) | -5
113 | CCOC(=O)CSc1nnc2n(Cc3ccccc3)c(=O)c3c4c(sc3n12)CCC4 | -4
114 | Cn1c(Cn2nnc3ccccc32)nnc1SCC(=O)NCc1ccc2c(c1)OCO2 | -5
115 | CC(=O)OCc1cnc(C)c2oc(=Nc3cccc(C(=O)O)c3)c(C(=O)Nc3ccc(C)cc3)cc12 | -24
116 | COc1ccc(C2N=C(c3ccc4c(c3)OCO4)CC(c3ccccc3O)N2)cc1 (stereo not drawn) | -1
117 | Cc1ccc(Cl)cc1NC(=O)Cn1c2ccccc2c(=O)c2ccccc21 | 0
118 | CC(=O)Oc1cc2oc(=O)cc(C)c2cc1OC(C)=O | -5
119 | CCOc1ccc(NC(=O)c2ccc3c(=O)n(CCc4ccccc4)c(=S)[nH]c3c2)cc1 | -5
120 | Cc1ccccc1C(OCC(O)CN1CCCCC1CCO)c1ccccc1 (stereo not drawn) | -4
121 | CCC(=O)N1CCN(CCN=CC2=C(O)CC(c3cccs3)CC2=O)CC1 (stereo not drawn) | -4
122 | O=C1CC(NCc2ccncc2)C(=O)N1c1ccc(Cl)cc1 (stereo not drawn) | -6&-1

These rows are one share of the data; rates above refer to the full screens.
